KCNH2 3.1 inh – KCNH2 3.1 (human) potassium channel inhibition; activity change, % (tested at about 1.8 µM); hit rate 0.95% among 340,000; U2OS KCNH2 3.1, thallium flux FluxOr; stronger effect = lower value;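 active = maximum activity change below -70%; inconclusive = maximum activity change from -70% to -50%; inactive = maximum activity change above -50%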;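 note: thallium influx rate constant from kinetic fluorescence after stimulation buffer; % is set by controls: 0 for no effect and ±100 for the full control effect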
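Normalized rate constant (relative to positive and negative DMSO controls) derived from a 2 min kinetic fluorescence read after stimulation; U2OS cells expressing the 3.1 isoform via virus at 1.77 x 10^8 /mL.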
Menin MLL FP TR – inhibitors of human menin-MLL interaction, mutant MLL peptide | O00255 | Menin + Texas Red MLL mutant peptide, fluorescence polarization | Potency, µM (titrated, usually from 61.6 µM), for the others: at the top dose FP activity change, negative = inhibition, hits mostly inhibitors | hit rate 0.23% among 270,000 | AID 1768; active = well fitted inhibition curve with a large enough effect in the polarisation, with a control signal flat, not every such curve was filed as active; inconclusive = small, poorly fitted or top-dose-only effect, or effect the other way, or a change in a side signal; inactive = no such curve, though single readings can be large or run the other way; the % refers to the polarisation; note: potency is the fitted concentration of half-maximal effect; % of control where 0% means no effect; many of its hits are not listed in these tables
USP2a block – USP2a (human) protease inhibition. Potency, µM (series often up to 38.3 µM), inactives show at the highest dose activity change, negative = inhibition, actives largely listed as inhibitors. USP2 core, Ub-CHOP2 coupled fluorogenic reporter, 485/531. AID 463254. hit rate 0.01% among 330,000. O75604;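 note: potency is the fitted concentration of half-maximal effect; plate controls were DMSO wells for no effect and full inhibition by NEM control for full effect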
Target sequence (O75604 whole entry, looked up): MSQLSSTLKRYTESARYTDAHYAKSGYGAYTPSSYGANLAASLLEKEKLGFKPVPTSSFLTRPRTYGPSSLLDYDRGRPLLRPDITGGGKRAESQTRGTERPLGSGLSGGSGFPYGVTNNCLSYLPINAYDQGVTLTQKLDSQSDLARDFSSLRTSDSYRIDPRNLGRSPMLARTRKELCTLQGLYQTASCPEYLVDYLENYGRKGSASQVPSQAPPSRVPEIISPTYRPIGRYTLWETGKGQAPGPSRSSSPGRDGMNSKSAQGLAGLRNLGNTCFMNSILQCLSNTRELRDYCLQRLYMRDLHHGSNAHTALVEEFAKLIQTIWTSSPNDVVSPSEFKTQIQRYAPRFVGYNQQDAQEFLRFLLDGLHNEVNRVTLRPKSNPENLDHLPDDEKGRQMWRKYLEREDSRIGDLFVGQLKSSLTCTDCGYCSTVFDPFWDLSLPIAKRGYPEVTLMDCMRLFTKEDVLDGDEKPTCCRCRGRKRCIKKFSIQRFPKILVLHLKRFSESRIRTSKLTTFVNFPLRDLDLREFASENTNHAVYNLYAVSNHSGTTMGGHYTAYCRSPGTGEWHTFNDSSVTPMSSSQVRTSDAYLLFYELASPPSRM
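Cell-free coupled assay: 10nM USP2 core preincubated 30min RT with compound in Tris-HCl pH 8.0/CaCl2/CHAPS buffer, then 25nM Ub-CHOP2 and 25nM reporter substrate; fluorescence (Ex 485/Em 531) read after 60min RT, normalized to NEM inhibition, concentration-response curves fitted.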
B2AR arrestin – agonists driving beta-arrestin recruitment to human beta2-adrenergic receptor | Potency, µM (doses to about 46.1 µM), for inactives: top-dose activation, usual class: activators | beta-arrestin recruitment to beta2AR, cell-based reporter | hit rate 0.02% among 330,000 | P07550;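 note: potency is the fitted concentration of half-maximal effect; 0% = DMSO controls and full agonism = EC100 isoproterenol or metaproterenol; nearly all actives have a fitted effect of over 65% in size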
KCNH2 WT inh – inhibitors of human wildtype KCNH2 potassium channel | U2OS, BacMam KCNH2, thallium flux FluxOr; stronger effect = lower value | activity change, % at 1.84 µM | Q12809 | hit rate 0.37% among 340,000 | AID 720551;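 active = maximum activity change below -70%; inconclusive = maximum activity change between -70% and -50%; inactive = maximum activity change above -50%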; note: % is set by controls: 0 for no effect and ±100 for the full control effect
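U2OS cells transduced with wild-type KCNH2 virus are loaded with FluxOr dye for 45 min, and thallium flux is measured in kinetic reads before and after stimulation buffer. Rate constants are normalized to DMSO controls.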
GALK inhibitor – blocks human galactokinase activity. P51570. Purified GALK, Kinase-Glo residual ATP luminescence. Potency, µM (titrated, usually from 57.5 µM), without a hit: at the highest dose activity change, negative = inhibition, usual class: inhibitors. hit rate 0.007% among 270,000; note: potency is the fitted concentration of half-maximal effect; % is set by controls: 0 for no effect and ±100 for the full control effect
Target sequence (P51570 whole entry, looked up): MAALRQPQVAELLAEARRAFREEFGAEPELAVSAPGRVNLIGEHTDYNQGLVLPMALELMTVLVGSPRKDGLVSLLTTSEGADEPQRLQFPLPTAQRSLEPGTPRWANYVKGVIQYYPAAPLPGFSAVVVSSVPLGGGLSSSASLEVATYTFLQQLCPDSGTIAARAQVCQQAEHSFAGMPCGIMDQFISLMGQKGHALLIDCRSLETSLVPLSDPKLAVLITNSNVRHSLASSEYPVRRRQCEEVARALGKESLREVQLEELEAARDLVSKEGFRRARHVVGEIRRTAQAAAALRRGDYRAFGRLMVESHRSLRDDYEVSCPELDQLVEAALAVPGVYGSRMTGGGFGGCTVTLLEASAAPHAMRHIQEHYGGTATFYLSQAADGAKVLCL
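5 nM enzyme, 35 uM ATP, 100 uM galactose, 20 mM HEPES pH8.0, 5 mM MgCl2; 1 h RT; residual ATP by Kinase-Glo Plus luminescence, qHTS format.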
Coupling enz – coupling enzyme interference in Giardia aldolase counter-screen; coupling enzyme system counterscreen, AmpLite Red fluorescence; activity change, negative = inhibition, % at 58.2 µM, hits read low; hit rate 0.67% among 290,000; in the data active = activity change below about -30%; note: % is set by controls: 0 for no effect and ±100 for the full control effect
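Activity here indicates interference with the coupling reaction, not aldolase inhibition. Compounds at 57.5 uM final met coupling enzymes for 10 min at RT; substrate and AmpLite Red detection followed, with a 525/598 nm fluorescence read after 20 min.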
TRPV1 agonist – agonists of human vanilloid receptor 1 (TRPV1) | Q8NER1 | TRPV1-expressing cells, Fluo-8 calcium influx, agonist mode | activation, % at 8.33 µM | hit rate 0.19% among 320,000; in the data active = activation above about 80%; inconclusive = between about 30% and that limit; note: 0% is about no effect
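Cells expressing TRPV1 were dye-loaded with Fluo-8 and read kinetically: 10 s baseline, 3 min after compound (agonist portion), then 2 min after EC20 capsaicin (allosteric enhancer portion). Calcium-bound dye fluorescence at 480/520 nm.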
PKM2 activator – activators of human pyruvate kinase M2 | P14618 | purified PKM2, Kinase-Glo ATP luminescence, activation; response scale: 0% is enzyme alone, no compound | Potency, µM (top dose mostly 57.5 µM), for inactives: at the highest dose activation, actives largely listed as activators | hit rate 0.34% among 260,000; note: potency is the fitted concentration of half-maximal effect; % is set by controls: 0 for no effect and ±100 for the full control effect; nearly all actives have a fitted effect of over 55% in size
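Kinase-Glo luminescence reports ATP generated from ADP (0.1 mM) and PEP (0.5 mM) by purified hPK-M2 after 1 h at room temperature, pH 7.2 imidazole buffer; intermediate enzyme activity allows detecting inhibitors and activators.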
CXXC DNA block – inhibitors of human MLL CXXC domain-DNA interaction | Q03164 | MLL-CXXC / FITC-HOXA9 DNA fluorescence polarization | Potency, µM (series often up to 115 µM), inactives show at the top dose activity change, negative = inhibition, usual class: inhibitors | hit rate 0.037% among 290,000; active = well fitted inhibition curve with a large enough effect in the polarisation, with a control signal flat, not every such curve was filed as active; inconclusive = small, poorly fitted or top-dose-only effect, or effect the other way, or a change in a side signal; inactive = no such curve, though single readings can be large or run the other way; the % refers to the polarisation; note: potency is the fitted concentration of half-maximal effect
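Purified MLL-CXXC (added from a 7 uM solution) was preincubated 5 min at ambient with pinned compounds in 50 mM Tris-HCl pH 7.5, 50 mM NaCl, 1 mM DTT, 0.05% BSA. Fluorescein-labeled HOX-A9 DNA (50 nM solution) followed, 30 min, then polarization read.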
Giardia killer – kills Giardia lamblia | Giardia lamblia trophozoite viability | activity change, % at 7.66 µM, hits read low | hit rate 0.15% among 340,000; in the data active = activity change below about -80%; inconclusive = between about -30% and that limit;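 note: parasites exposed to compound for two days anaerobically before the ATP read; % is set by controls: 0 for no effect and ±100 for the full control effect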
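Giardia lamblia trophozoites (100 cells/well) were incubated with compounds for 48 h at 37 deg C under anaerobic conditions. Viability was read as ATP content by one-step luminescence after 15-30 min at room temperature.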
* = called active by the depositor; ? = inconclusive; · = no result given; [ ] = dose if it differs, or a comment. Unless noted, calls come from the whole dose curve; as a rule, active = well fitted curve in the direction sought with a large enough effect; inconclusive = small, poorly fitted or top-dose-only effect, or another doubt; inactive = no such curve, though single readings can be large; an effect the other way counts as inactive or inconclusive.

#	SMILES	KCNH2 3.1 inh	Menin MLL FP TR	USP2a block	B2AR arrestin	KCNH2 WT inh	GALK inhibitor	Coupling enz	TRPV1 agonist	PKM2 activator	CXXC DNA block	Giardia killer
1	N#C/C(=C\c1ccc(Sc2ccccc2)o1)c1nc2ccccc2[nH]1	?	?	8%	-0.8%	16	0%	-7	?	-3%	-19%	-8
2	O=C(CN1CCN(Cc2ccccc2)CC1)NCCc1ccccc1	-1	-23%	-1%	-0.1%	-2	2%	4	0	5%	-6%	57[activator]
3	O=C(NCCN1CCOCC1)c1ccc2c(c1)N(Cc1ccccc1F)C(=O)c1ccccc1S2	-27	-6%	-3%	0.1%	8	-1%	-9	21	16%	0%	-6
4	CCC1=NN2C(=N)/C(=C\c3cccn3-c3c(C)cccc3C)C(=O)N=C2S1	-9	-2%	2%	0.0%	17	-5%	10	8	-2%	-10%	-13
5	Cc1noc(C)c1S(=O)(=O)Nc1ccc2c(c1)C(=O)N([C@H](C)CO)C[C@H](C)[C@@H](CN(C)S(=O)(=O)c1ccccc1)O2	-4	·	3%	4.0%	-8	·	·	·	·	·	4
6	Cc1cc(-c2ccc(C)c(S(=O)(=O)N3CCN(c4ccc(F)cc4)CC3)c2)on1	-15	·	2%	0.5%	6	-5%	·	9	·	4%	-7
7	Cc1ccc(S(=O)(=O)NC(CC(=O)NCC2CCCO2)c2ccco2)cc1 (stereo not given)	2	-4%	0%	-0.3%	22	2%	3	3	3%	3%	4
8	CCNC(=O)c1ccccc1CCc1ccccc1	10	0%	-1%	-0.3%	-4	-2%	1	1	3%	2%	8
9	COc1ccc2c(CC(=O)NNC(=O)c3ccc(O)cc3)coc2c1	7	·	-2%	0.1%	-5	·	·	·	·	·	7
10	COc1ccc(NC(=O)C2CCCN(C(=O)Nc3ccc(F)cc3)C2)cc1OC (stereo not given)	-18	-12%	-2%	-1.0%	1	17%	3	0	-5%	-7%	-24
11	CN(CC(O)COCc1ccccc1F)C1CCCCC1 (stereo not given)	-14	·	-1%	-0.4%	7	-5%	-1	1	0%	1%	25
12	Cc1noc(C)c1CSc1nc2[nH]ncc2c(=O)n1-c1ccccc1	-18	7%	3%	-0.8%	14	-3%	7	-4	0%	-5%	3
13	O=S(=O)(/N=C(/Nc1cccc2ccccc12)c1ccccc1)c1cccs1	-12	?	-2%	5.0%	-3	1%	-1	-4	-3%	7%	-2
14	COc1cccc(C(=O)Nc2cc(-c3cn4cccnc4n3)ccc2C)c1	13	2%	1%	0.2%	0	-1%	2	1	3%	9%	-8
15	C=CCNc1nc(N2CCOCC2)nc(N2CCOCC2)n1	-2	3%	3%	0.0%	-8	-2%	3	-1	-3%	9%	1
16	Cc1cc(N2CCN(C)CC2)nc2ccc(NC(=S)NCCCN3CCc4ccccc4C3)cc12	4	-18%	-1%	0.2%	-3	8%	-14	1	-2%	5%	-12
17	CC(CCc1ccccc1)NC(=O)C(=O)N1CCOCC1 (stereo not given)	-13	12%	1%	-0.3%	-3	9%	1	0	0%	-7%	-6
18	CN(CC(O)COc1ccc(S(=O)(=O)N2CCOCC2)cc1Cl)C1CCCCC1 (stereo not given)	-4	·	1%	2.6%	6	0%	0	3	6%	-4%	7
19	Cn1nc(C(=O)N2CCc3ccccc32)c2ccccc2c1=O	15	2%	0%	0.1%	-3	13%	3	1	0%	7%	-27
20	Cc1cc(Nc2ccccc2)nc(-c2ccccc2O)n1	-2	?	3%	0.0%	9	-2%	-2	6	-8%	10%	-19
21	Cc1nc2ccc(NS(=O)(=O)c3ccc(F)c(F)c3)cc2s1	3	·	2%	0.1%	-5	·	·	0	·	·	-13
22	O=C1C(=O)N(CC(=O)N2CCCC2)c2ccccc21	-7	-10%	3%	0.2%	-4	-1%	-5	-2	6%	24%	-5
23	O=C(Cc1ccc(Br)cc1)Nc1ccccc1Cl	6	?	3%	-0.5%	-2	0%	5	11	0%	2%	-10
24	CCOC(=O)c1sc2nc(N3CCCC3)c3c(c2c1N)CC(C)(C)OC3	-16	-1%[11.7 µM]	1%	-0.7%	-2	1%	-3	·	9%	0%	18
25	c1ccc(-c2csc3ncnc(N4CCN(Cc5ccc6c(c5)OCO6)CC4)c23)cc1	?	?	4%	0.1%	-12	-2%	-4	4	·	15%	22

Three of these compounds in a different format.
20) Cc1cc(Nc2ccccc2)nc(-c2ccccc2O)n1
  KCNH2 3.1 inh = -2 | Menin MLL FP TR = ? | USP2a block = 3% | B2AR arrestin = 0.0% | KCNH2 WT inh = 9 | GALK inhibitor = -2% | Coupling enz = -2 | TRPV1 agonist = 6 | PKM2 activator = -8% | CXXC DNA block = 10% | Giardia killer = -19
21) Cc1nc2ccc(NS(=O)(=O)c3ccc(F)c(F)c3)cc2s1
  KCNH2 3.1 inh = 3 | Menin MLL FP TR = · | USP2a block = 2% | B2AR arrestin = 0.1% | KCNH2 WT inh = -5 | GALK inhibitor = · | Coupling enz = · | TRPV1 agonist = 0 | PKM2 activator = · | CXXC DNA block = · | Giardia killer = -13
22) O=C1C(=O)N(CC(=O)N2CCCC2)c2ccccc21
  KCNH2 3.1 inh = -7 | Menin MLL FP TR = -10% | USP2a block = 3% | B2AR arrestin = 0.2% | KCNH2 WT inh = -4 | GALK inhibitor = -1% | Coupling enz = -5 | TRPV1 agonist = -2 | PKM2 activator = 6% | CXXC DNA block = 24% | Giardia killer = -5

The listing continues:
#	SMILES	KCNH2 3.1 inh	Menin MLL FP TR	USP2a block	B2AR arrestin	KCNH2 WT inh	GALK inhibitor	Coupling enz	TRPV1 agonist	PKM2 activator	CXXC DNA block	Giardia killer
26	CCOC(=O)N1CCN(C(=O)c2ccc(S(=O)(=O)c3ccc(C)cc3)c(NC(C)=O)c2)CC1	-5	-19%	2%	-0.2%	1	-3%	-3	0	-3%	-10%	1
27	O=C(Nc1ccc2c(c1)nc1n2CCN(C2CCCCC2)C1)NC1CCCCC1	·	-12%	2%	-0.3%	·	-3%	-32*	-3	1%	?	·
28	Cc1ccc(/C=C2\C(=O)ON=C2c2ccccc2)o1	6	-1%	1%	-0.4%	-5	10%	-1	4	-3%	-1%	-8
29	COc1cc(S(=O)(=O)NCCN2CCOCC2)c(OC)cc1Cl	-5	2%	2%	0.0%	15	-3%	3	1	2%	1%	13
30	COc1cc(CCC(=O)O)on1	0	3%	-4%	0.0%	-2	3%	0	1	0%	1%	1
31	CCOC(=O)C1CCN(C2=C(NS(=O)(=O)c3ccc(Br)cc3)C(=O)c3ccccc3C2=O)CC1	-3	?	1%	-0.2%	-1	7%	-33*	0	·	14%	?
32	COCCN(Cc1cn[nH]c1-c1ccc2cc(OC)ccc2c1)C(C)C	-5	-5%	1%	0.4%	13	0%	1	-2	1%	0%	-4
33	O=C(Nc1nc2c(cc3c4c(cccc42)CC3)s1)c1ccccc1Cl	-7	?	4%	-0.5%	-11	-2%	-5	-1	-5%	13%	24
34	Cc1cccc(N=C2CSC(=O)N2)c1	14	-1%	0%	-0.1%	2	1%	-1	2	-26%	-11%	5
35	COc1ccc(/C(O)=C2/C(=O)C(=O)N(CC3CCCO3)C2c2cccc(OC)c2)cc1 (stereo not given)	8	6%	1%	0.3%	-9	-2%	2	3	-7%	-11%	7
36	O=C(Oc1cccc(Nc2ncnc3ccccc23)c1)c1ccccc1Cl	-35	?	3%	-0.1%	-3	0%	2	?	5%	153%[activator]	10
37	CCc1nnc(NC(=O)c2ccc(S(=O)(=O)N3CCN(Cc4ccccc4)CC3)cc2)s1	-12	?	4%	-0.6%	-13	-1%	6	5	-2%	6%	-7
38	CC1CCCC(NC(=O)CSc2ncccn2)C1C (stereo not given)	7	·	0%	-0.1%	-9	·	·	-2	·	·	-4
39	CC(C)=CCN1CCN(CCCn2cccn2)CC1CCO (stereo not given)	·	6%	1%	-0.2%	-6	5%	-2	-2	-3%	1%	-18
40	CCC(C)NCCOCCOc1ccc(Cl)c(C)c1C (stereo not given)	-18	-18%	6%	0.3%	6	2%	1	3	4%	1%	-1

Bioassay records: PubChem BioAssay, National Center for Advancing Translational Sciences (NCATS)

These rows are one share of the data; count on the stated rates, not on these rows.
